Screening results from PubChem.
CaV13 ICDI inh – Disruptors of the CACNA1D IQ motif to Ca2+-dependent inactivation inhibitor domain association, primary screening, Förster resonance energy transfer in intact living …; actives 0.098% (n = 340,000); inhibition, % at 12.3 µM; HEK cells, CFP/YFP FRET ICDI-IQ, plate reader, 10 min; percent FRET-ratio fall versus neutral wells;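 active means mean replicate inhibition of at least 30% and at least 1% of replicates passing that level; inconclusive means only one of the two criteria is met; inactive means neither criterion is met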;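 further: 0% = median of the neutral control wells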
Vif inh – blocks HIV Vif function | actives 0.35% (n = 340,000) | HEK293T cells, Vif self-association by quenched fluorescence, imaging, 24 h | inhibition, % at 7.49 µM; in the data active means inhibition above about 50%, passing the limit was not always enough; inconclusive means no clear call, values can overlap the other calls; inactive means below about 31%; further: some results filed as inactive read as strong as hits
HIF-2a block – HIF-2a inhibition | actives 0.72% (n = 360,000) | inhibition, % at 18.8 µM | 786-0 RCC cells HIF-2a reporter, luciferase luminescence, overnight;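 active means inhibition of the luminescence signal of 40% or more relative to plate controls, in a single-dose primary screen at 18.75 µM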
NR2E3 ag-1 – NR2E3 (human) agonism | AID 2300 | GST-NR2E3/biotin-RetCOR TR-FRET, 1536-well | inhibition of corepressor binding, % at 4.78 µM | actives 0.12% (n = 320,000);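 active means percent inhibition above the cutoff of mean plus 3 SD of all tested compounds, set per screening campaign, cut at about 20% in these data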;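 further: 0% = DMSO wells and 100% = biotin wells as full block of FRET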
Target sequence (Q9Y5X4 whole entry, looked up): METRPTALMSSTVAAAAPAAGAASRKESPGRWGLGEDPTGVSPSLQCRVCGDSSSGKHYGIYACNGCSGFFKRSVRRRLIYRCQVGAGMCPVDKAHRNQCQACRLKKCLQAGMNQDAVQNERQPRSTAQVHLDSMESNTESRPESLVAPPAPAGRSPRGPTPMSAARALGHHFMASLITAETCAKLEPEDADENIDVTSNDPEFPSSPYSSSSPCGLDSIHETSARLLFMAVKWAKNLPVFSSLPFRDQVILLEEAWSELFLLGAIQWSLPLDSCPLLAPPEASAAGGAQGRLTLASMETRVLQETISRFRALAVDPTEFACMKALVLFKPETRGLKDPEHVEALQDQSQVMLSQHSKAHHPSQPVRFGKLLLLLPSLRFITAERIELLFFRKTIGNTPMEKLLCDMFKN
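System: GST-NR2E3 and biotin-RetCOR proteins; probe or stimulus: 7 nM biotin-RetCOR; doses: compound at 4.8 µM, single dose; schedule: Compound–protein incubation for 5 h at 4 °C; detection: time-resolved FRET; read-out: percent inhibition; controls: biotin wells as high control, 0.6% DMSO wells as low control; format: 1536-well plates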
Exocytosis inh – blocks lytic granule exocytosis. actives 0.66% (n = 360,000). TALL-104 LAMP-1 surface exposure, flow cytometry; cells stimulated with thapsigargin and PMA. AID 651702. inhibition, % at 10 µM;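 active means inhibition above about 55%, limit read from the data; inconclusive means no clear call, values can overlap the other calls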
aDG glyco up – alpha-DG glycosylation activation. actives 0.22% (n = 360,000). AID 624168. Pro5-aDG cells, alpha-DG glycosylation AlphaScreen (IIH6); 0% Pro5, 100% B10-LARGE cell signal. activation, % at 10 µM;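 active means activation of at least 8% versus controls, or a plate z-score of at least 8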;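 further: Pro5 are CHO cells carrying HIG-tagged alpha-DG that lacks glycosylation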
PDI inh – inhibitors of human protein disulfide isomerase | inhibition, % at 10 µM | actives 0.052% (n = 350,000) | PDI insulin aggregation turbidity, A650, 90 min | P07237;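 active means mean inhibition across replicates of 30% or more, whatever share of single replicates reach that level; inconclusive means mean inhibition below 30% while every single replicate reaches 30%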;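 further: absorbance from insulin aggregation driven by PDI reduction with DTT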
Target sequence (P07237 whole entry, looked up): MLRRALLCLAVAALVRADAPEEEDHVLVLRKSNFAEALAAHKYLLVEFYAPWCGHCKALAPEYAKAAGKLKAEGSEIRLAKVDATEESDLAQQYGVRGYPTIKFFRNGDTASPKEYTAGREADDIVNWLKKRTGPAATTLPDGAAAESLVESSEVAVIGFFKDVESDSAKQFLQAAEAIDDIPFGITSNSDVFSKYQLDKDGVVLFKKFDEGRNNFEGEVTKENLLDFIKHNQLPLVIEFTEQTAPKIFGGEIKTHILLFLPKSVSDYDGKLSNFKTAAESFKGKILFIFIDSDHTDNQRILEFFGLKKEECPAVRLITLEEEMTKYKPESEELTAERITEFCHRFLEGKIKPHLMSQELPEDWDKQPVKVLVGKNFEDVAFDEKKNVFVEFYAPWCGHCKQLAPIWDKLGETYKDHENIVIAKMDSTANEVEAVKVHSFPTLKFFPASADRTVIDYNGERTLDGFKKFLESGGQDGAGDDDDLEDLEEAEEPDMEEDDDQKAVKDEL
hiPSC survival – enhancers of human iPSC single-cell survival | AID 602274 | survival enhancement, % at 20 µM | hiPSC single-cell survival, ATPlite luminescence; 100% = ROCK inhibitor wells, 0% = DMSO | actives 0.044% (n = 360,000); in the data active means survival enhancement above about 18%;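 further: cells exposed to compounds for 16 hours before the ATP read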
NR2E3 ag-2 – human photoreceptor-specific nuclear receptor agonism; actives 0.35% (n = 360,000); Q9Y5X4; AID 602229; CHO-S Gal4-NCOR/VP16-NR2E3 two-hybrid, luciferase; inhibition of corepressor binding, % at 3.98 µM;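 active means inhibition above the mean of all tested compounds plus 3 SD, cut at about 70% in these data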;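 further: 0% = DMSO with NR2E3 transfected cells and 100% = cells lacking NR2E3 construct; higher means lower luciferase signal from less NR2E3 corepressor binding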
Peg3 promoter – Peg3 promoter activity inhibition; actives 1.7% (n = 360,000); inhibition, % at 20 µM; HeLa PEG-Prom luciferase reporter, luminescence, overnight;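 active means inhibition of at least 50% at 20 µM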
TRPM1 prom inh – MITF TRPM1 promoter inhibition in SK-MEL-5 cells | SK-MEL-5 TRPM1 promoter luciferase, 24 h | inhibition, % at 12.5 µM | actives 0.83% (n = 330,000);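 active means mean inhibition across replicates of 60% or more, whatever share of single replicates reaches that level; inconclusive means some that reach 60%, reason not given; inactive means mean inhibition across replicates below 60%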; further: values of inactives mirror those of a sister screen read the other way
An asterisk follows results filed as active; u = inconclusive; x = no result given.

SMILES | CaV13 ICDI inh | Vif inh | HIF-2a block | NR2E3 ag-1 | Exocytosis inh | aDG glyco up | PDI inh | hiPSC survival | NR2E3 ag-2 | Peg3 promoter | TRPM1 prom inh
CCCS(=O)(=O)N1CCN(S(=O)(=O)c2ccc(F)cc2)CC1 | -4.2 | x | 2.0 | -0.6 | -2.1 | -0.1 | 0.8 | 0.7 | 5.5 | 6.1 | -5.7
COC(=O)[C@@]12CCCN1[C@H](c1ccc(-c3cccc(Cl)c3)cc1)[C@H]1C(=O)N(C)C(=O)[C@H]12 | -9.3 | -1.7 | 2.9 | 1.8 | -3.6 | 0.4 | -2.0 | -0.9 | -8.4 | 0.7 | 11.3
COC(=O)c1cccc(NC(=S)NCc2ccc(Cl)cc2)c1 | x | 0.7 | -8.6 | 1.0 | -2.0 | 0.0 | 10.5 | -1.3 | 10.0 | 9.6 | -1.1
COc1ccccc1C=NC(CO)C(O)c1ccc([N+](=O)[O-])cc1 (configuration not stated) | -5.1 | 9.0 | 4.6 | -0.3 | 0.2 | -0.4 | 14.0 | -1.8 | -18.6 | 2.5 | -10.4
COc1cc(SC)ccc1C(=O)N1CCN(Cc2ccc3c(c2)OCO3)CC1 | -4.3 | -19.5 | 12.0 | 3.0 | 11.6 | 0.1 | 1.3 | -0.4 | 8.7 | 12.5 | 9.1
Cc1ccc(-c2nnc(-c3ccccc3)c(-c3ccccc3)n2)cc1 | -11.0 | 2.4 | -61.6 | -3.5 | 1.1 | -0.2 | 1.9 | 0.0 | 4.5 | -22.9 | -13.1
C=C(C)c1cccc(C(C)(C)NC(=O)Nc2ccc3[nH]c(=O)[nH]c3c2)c1 | x | 11.6 | 7.6 | 1.4 | 5.0 | -0.1 | 1.2 | 2.2 | -14.1 | 2.4 | -2.9
CCCCCCc1nc2ccccc2c(=O)n1N | x | 1.2 | -71.0 | 1.2 | 2.6 | -0.2 | 9.7 | 1.2 | 4.0 | -40.1 | -18.8
CC(C)Cn1c(SCC(=O)Nc2ccc(Cl)cc2F)nc(O)cc1=O | -5.0 | -0.3 | 15.0 | x | 0.9 | 0.0 | -4.7 | -1.6 | 7.1 | 8.4 | -21.8
N#C/C(=C\c1ccc(OC(=O)c2cccs2)cc1)c1nc2ccccc2[nH]1 | -1.7 | -0.5 | -199.4 | -0.3 | 6.8 | -0.3 | 16.1 | -0.9 | -53.6 | -236.5 | -53.1
N=C1S/C(=C\c2cccc3ccccc23)C(=O)N1c1ccc(F)cc1 | -7.2 | -17.0 | 2.3 | -1.3 | 1.4 | -0.1 | -22.0 | -1.6 | -18.8 | 34.5 | 1.1
CC(C)(C)C1CCc2c(sc(NC(=O)c3cccs3)c2C(=O)N2CCCCC2)C1 (configuration not stated) | -1.4 | 6.1 | 6.3 | 1.5 | 4.1 | -0.2 | -3.7 | -0.7 | -17.4 | 3.0 | -5.7
CSc1ccc(NC(=O)Nc2ccccc2C(N)=O)cc1 | -15.0 | -5.2 | -215.7 | 3.1 | 11.6 | 0.0 | -0.1 | -0.3 | -51.7 | -104.7 | -19.2
CCCCCC(=O)Nc1cccc(C2=NOC3(C2)C[C@@H](C(N)=O)N(C(=O)C2(C)CC2)C3)c1 (some centres not stated) | x | -12.9 | 4.2 | 4.9 | 3.4 | -0.2 | 0.5 | 0.8 | -5.9 | -11.2 | 6.8
COc1ccc(C(=O)Nc2cc(Cl)ccc2N2CCOCC2)cc1S(=O)(=O)N1CCOCC1 | -6.0 | -6.1 | 0.6 | x | 5.6 | -0.1 | -4.2 | -0.4 | -44.6 | 8.0 | -5.3
CCCCCC(O)CCc1n[nH]c(=S)n1-c1ccccc1 (configuration not stated) | -5.2 | 2.8 | 10.4 | -2.8 | -0.7 | 0.0 | -1.6 | -2.1 | -0.7 | 12.6 | -4.0
CN1/C(=C\C(=O)CSc2ncn[nH]2)C(C)(C)c2ccccc21 | -0.2 | 3.3 | 22.5 | -1.0 | 2.1 | -0.3 | -7.0 | -1.7 | -39.1 | 20.3 | -3.4
COc1ccccc1OCCNC1CCCC1 | -5.4 | 3.5 | 3.8 | -0.8 | 0.7 | 0.0 | 10.2 | 0.8 | -8.2 | -4.6 | 4.9
Cc1ccc(-n2c(=O)[nH]cc(C(=O)N3CCc4ccccc43)c2=O)cc1 | -3.5 | 2.3 | 1.3 | 4.0 | -0.6 | -0.2 | -7.2 | 4.9 | -1.2 | 8.7 | -2.0
Cc1cccc(-c2cc3nc(C)cc(C)n3n2)c1 | -3.6 | -26.5 | -180.2 | 1.9 | 0.1 | -0.3 | 9.1 | -1.2 | -66.4 | -294.1 | -25.9
Cc1nc(=O)c(-c2ccccc2)c(C)n1-c1ccccc1O | -5.2 | 4.4 | -0.8 | -1.9 | 4.1 | -0.3 | 22.7 | 3.6 | -42.4 | 13.1 | 11.0
CNS(=O)(=O)c1cn(CC(=O)NCc2ccc(OC)cc2)cc1S(=O)(=O)NC | -5.6 | 1.5 | 5.1 | 1.6 | 0.9 | -0.1 | 1.4 | -0.7 | -26.6 | 8.4 | -3.6
COc1ccc(CCn2c(=N)c(S(=O)(=O)c3ccc(Cl)cc3)cc3c(=O)n4ccccc4nc32)cc1 | -2.8 | u | -9.8 | -0.6 | 3.0 | -0.2 | -10.2 | 0.3 | -18.1 | -8.3 | -8.5
CN(CC(=O)Nc1ccccc1C(=O)NC1CC1)Cc1ccc(Cl)cc1 | -5.5 | -8.7 | 4.4 | 2.1 | -0.6 | 0.0 | -10.9 | -0.5 | 12.0 | 4.9 | 4.8
Nc1nc2n(n1)C(c1ccco1)CC(c1ccc(Cl)cc1Cl)N2 (configuration not stated) | -4.7 | -0.1 | 3.7 | -3.8 | -4.5 | 0.0 | 5.5 | 0.7 | -4.8 | 8.1 | 2.6

Part of the list above in a different format:
Molecule,CaV13 ICDI inh,Vif inh,HIF-2a block,NR2E3 ag-1,Exocytosis inh,aDG glyco up,PDI inh,hiPSC survival,NR2E3 ag-2,Peg3 promoter,TRPM1 prom inh
CSc1ccc(NC(=O)Nc2ccccc2C(N)=O)cc1,-15.0,-5.2,-215.7,3.1,11.6,0.0,-0.1,-0.3,-51.7,-104.7,-19.2
CCCCCC(=O)Nc1cccc(C2=NOC3(C2)C[C@@H](C(N)=O)N(C(=O)C2(C)CC2)C3)c1 (some centres not stated),x,-12.9,4.2,4.9,3.4,-0.2,0.5,0.8,-5.9,-11.2,6.8

The results go on:
SMILES | CaV13 ICDI inh | Vif inh | HIF-2a block | NR2E3 ag-1 | Exocytosis inh | aDG glyco up | PDI inh | hiPSC survival | NR2E3 ag-2 | Peg3 promoter | TRPM1 prom inh
CC(C)C[C@@H](CN1CCC[C@H]1CN1C(=O)C(=O)NC[C@@H]1Cc1ccccc1)N1C[C@H](Cc2ccccc2)N(CC2CCCCC2)C(=O)C1=O | -6.2 | x | -24.2 | x | -1.3 | 1.0 | x | 0.2 | 9.9 | x | x
COc1ccc(Cl)cc1-c1cc(C(=O)NCc2ccco2)[nH]n1 | -16.0 | -9.2 | -17.5 | x | -1.7 | -0.1 | -0.8 | 9.8 | -7.6 | 1.9 | x
Cc1cc(=O)[nH]c(NN=C2CCCCC2C)n1 (configuration not stated) | -9.1 | 7.7 | 5.5 | x | 7.4 | 0.0 | -16.8 | -2.0 | 12.0 | 8.2 | x
COc1ccc(C(O)c2nc(-c3ccccc3C)cs2)cc1 (configuration not stated) | -4.6 | -4.0 | -56.7 | x | 0.2 | -0.1 | -1.2 | -2.0 | -4.5 | -19.3 | x
COc1ccc(C=O)c(-c2c(-c3ccccc3OC)sc3ccccc23)c1 | -4.7 | x | 4.3 | x | -6.7 | 0.2 | x | 0.0 | -18.1 | x | x
Cc1ccc2nc(Cl)c(CNCc3ccccc3)cc2c1 | -7.6 | 10.9 | -178.4 | 3.3 | 3.7 | 0.5 | 3.6 | 0.4 | -61.7 | -110.5 | -4.0
O=c1c2ccccc2nnn1-c1ccc(Br)cc1 | -4.5 | -21.5 | -226.3 | -2.8 | 10.9 | -0.1 | 0.9 | -0.4 | -129.9 | -244.8 | -58.0
CCOC(=O)Cn1c(=O)c(-c2ccccc2N)nc2ccccc21 | 5.8 | 13.0 | -7.4 | -0.1 | 8.3 | 0.0 | -2.0 | 0.1 | -6.6 | -5.3 | 14.0
CC(=O)N1CCN(CCS(=O)(=O)c2cc(Cl)ccc2Cl)CC1 | -5.8 | 4.7 | -0.5 | x | 15.1 | 0.1 | -3.7 | -3.5 | -5.0 | 4.9 | 10.4
O=C(COC(=O)c1ccc(Br)o1)NCc1ccc(Cl)cc1 | -5.9 | 9.7 | 0.4 | x | 3.5 | -0.1 | -1.7 | -1.4 | -6.8 | -5.8 | 5.9
N#Cc1cnn(-c2nc(SCc3ccccc3)nc3sc4c(c23)CCCC4)c1N | -3.7 | -10.7 | 15.9 | 1.0 | -1.4 | 0.1 | 3.0 | 7.6 | -13.0 | 11.1 | 8.4
CC(C)Cn1c([N+](=O)[O-])nc2c1c(=O)[nH]c(=O)n2C | -3.6 | 10.7 | 8.9 | -6.0 | 2.2 | -0.2 | -2.1 | 0.0 | -13.3 | 17.1 | 39.8
CC(Oc1ccc(Cl)cc1Cl)C(=O)OCC(=O)c1c(N)n(C)c(=O)n(C)c1=O (configuration not stated) | -16.1 | -1.1 | 10.7 | 0.6 | -6.5 | 0.1 | 2.3 | 4.3 | -8.0 | -6.8 | -10.7
Nc1ccc2cn[nH]c2c1 | -5.6 | 0.4 | 26.9 | 3.4 | -4.8 | 0.0 | 13.6 | 3.7 | 1.3 | 14.5 | 9.1
COc1ccc(Cc2nnc(N/N=C/c3ccc(O)cc3)[nH]c2=O)cc1OC | -12.9 | -1.7 | -2.7 | 0.5 | 1.6 | 2.8 | 2.0 | 1.7 | -8.5 | 59.5* | 59.1
COc1ccc(-c2cc(-c3ccccc3)c(C#N)c(SCC(=O)O)n2)cc1 | -0.9 | 0.8 | 34.4 | -0.2 | -1.2 | -0.2 | 4.0 | 0.5 | -16.5 | 31.8 | -9.4
CCOc1ccc(CCN2CN(CC)CNC2=S)cc1OCC | 2.6 | 1.5 | 10.9 | 1.2 | 0.3 | 0.0 | -3.3 | 0.2 | 4.0 | 7.4 | 4.6
COC(=O)C1CCN(c2nc3ccccc3nc2C(C#N)C(=O)OCC(C)C)CC1 (configuration not stated) | x | -10.6 | 11.0 | 3.4 | 5.3 | -0.5 | 3.8 | 1.8 | -26.2 | 14.1 | -10.0
Fc1ccccc1COc1ccc(Br)cc1CNCc1cccnc1 | 0.9 | -15.1 | 9.2 | 1.8 | 2.2 | 0.9 | 7.3 | -1.0 | 19.0 | 2.5 | 11.3
CCn1c(SCC(=O)Nc2cc(OC)c(OC)c(OC)c2)nnc1-c1cccs1 | -5.0 | -4.3 | 6.8 | 4.1 | -3.2 | 0.0 | 1.7 | 1.3 | 15.3 | 25.8 | -10.7
COc1ccc2c(Cl)c(C(=O)N/N=C3\CCCC(=O)C3)sc2c1 | -39.2 | -3.9 | -109.9 | -5.5 | -1.1 | -0.1 | 2.0 | 0.2 | -31.6 | -79.4 | -16.7
